TIM10 inh: inhibits growth of TIM10 yeast strain; S. cerevisiae TIM10 strain growth, BacTiter-Glo luminescence, 24 h; inhibition, % at 10 µM; 330,000 compounds, 1.4% hits; AID 463195;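 active means inhibition of 40% or more at the single tested concentration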;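 further: wild-type TIM10 isogenic control strain grown at permissive 25 °C; 0% = DMSO yeast wells and 100% = minimal medium wells without yeast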
tim10-1 inh: tim10-1 yeast growth inhibition. S. cerevisiae tim10-1 ts strain growth, BacTiter-Glo, 24 h. 330,000 compounds, 2.2% hits. AID 463190. inhibition, % at 20 µM;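 active means inhibition of at least 40%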;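 further: mutant grown at 25 °C; 0% = DMSO wells with yeast and 100% = wells holding no yeast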
beta cell repl: MIN6 beta-cell proliferation induction. MIN6 cells proliferation, ATPlite luminescence, 48 h; cells starved in 0.2% serum; 100% = growth in 10% serum. proliferation, % at 10 µM. 330,000 compounds, 0.29% hits;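 active means compounds whose signal lies at least 3.5 SD above the mean of all wells on their plate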;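 further: 0% = DMSO-treated cells in low-serum medium and 100% = 10% serum control; some compounds called inactive have numbers as strong as hits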
NLRP3 yeast inh: inhibitors of NALP3 inflammasome in yeast; AID 2825; Yeast reconstituted NLRP3/ASC/caspase-1, beta-gal luminescence, 24 h; inhibition, % at 10 µM; 330,000 compounds, 0.39% hits;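 active means inhibition of 50% or more; inactive means inhibition below 50%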;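 further: plate controls were induced DMSO wells for no effect and uninduced yeast grown without galactose for full effect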
APOBEC3A inh: human APOBEC3A DNA deaminase inhibition; P31941; recombinant A3A, FAM/TAMRA ssDNA deamination fluorescence; inhibition, % at 20 µM; 330,000 compounds, 0.41% hits;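 active means at least 40% inhibition at 20 µM here, with at most 30% in a related deaminase screen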;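 further: plate controls were A3A with DMSO for no effect and wells lacking A3A enzyme for full effect; some results filed as inactive read as strong as hits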
Target sequence (P31941 whole entry, looked up): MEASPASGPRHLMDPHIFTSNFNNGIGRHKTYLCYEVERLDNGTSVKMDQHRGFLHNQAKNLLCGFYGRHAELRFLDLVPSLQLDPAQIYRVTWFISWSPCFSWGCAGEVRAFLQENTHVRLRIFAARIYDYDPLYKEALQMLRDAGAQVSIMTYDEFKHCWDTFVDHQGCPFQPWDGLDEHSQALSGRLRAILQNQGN
A3G deaminase: inhibitors of human APOBEC3G DNA deaminase. Q9HC16. recombinant A3G, ssDNA deamination FAM/TAMRA fluorescence. inhibition, % at 20 µM. 330,000 compounds, 0.28% hits;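 active means inhibition of at least 40% at 20 µM, with no more than 30% in the related APOBEC3A deaminase screen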;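 further: plate controls were DMSO wells with A3G for no effect and wells lacking A3G enzyme for full effect; some compounds called inactive have numbers as strong as hits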
hIAP inh: human IAP inhibition; P09923; purified IAP, CDP-Star luminescence, 30 min; inhibition, % at 10 µM; 330,000 compounds, 0.12% hits; AID 2544;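 active means inhibition reaching a set limit with compound at 10 µM in the primary screen, cut at about 35% in these data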;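 further: plate controls were DMSO wells with enzyme for no effect and no-enzyme buffer wells for full effect; values of inactives mirror those of a sister screen read the other way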
Target sequence (P09923 whole entry, looked up): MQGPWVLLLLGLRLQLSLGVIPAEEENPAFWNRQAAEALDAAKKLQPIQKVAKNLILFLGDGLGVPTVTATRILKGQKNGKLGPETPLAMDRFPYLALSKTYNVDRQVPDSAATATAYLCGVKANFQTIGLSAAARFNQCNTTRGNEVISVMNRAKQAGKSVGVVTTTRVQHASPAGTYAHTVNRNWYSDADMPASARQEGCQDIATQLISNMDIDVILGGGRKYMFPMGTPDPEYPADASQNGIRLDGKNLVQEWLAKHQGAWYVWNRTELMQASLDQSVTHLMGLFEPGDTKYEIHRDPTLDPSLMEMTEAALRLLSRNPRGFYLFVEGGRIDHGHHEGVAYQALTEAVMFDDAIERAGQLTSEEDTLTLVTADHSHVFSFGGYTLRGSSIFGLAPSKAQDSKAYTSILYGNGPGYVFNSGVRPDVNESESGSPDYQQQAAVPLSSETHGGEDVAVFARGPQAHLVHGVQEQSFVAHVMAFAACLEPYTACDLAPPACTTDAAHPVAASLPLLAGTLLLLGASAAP
mIAP activ: increases mouse intestinal alkaline phosphatase activity. muIAP, CDP-Star luminescence, 30 min; stronger effect = higher value; 1 = vehicle-only enzyme signal, 0 = enzyme-free wells. activation factor at 10 µM. 330,000 compounds, 0.24% hits;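 active means activation factor of at least 2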; further: the source names both 10 and 20 µM as test concentration; values of inactives mirror those of a sister screen read the other way
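also added = chemiluminescent substrate CDP-Star | test system = mouse IAP enzyme | signal = chemiluminescence readout | compound = DMSO-dissolved test compounds | incubation = 30 min at room temperature | benchmarks = DMSO wells, no-enzyme wells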
mIAP inh: mouse IAP inhibition; AID 2806; inhibition, % at 10 µM; purified mouse IAP, CDP-Star luminescence, 30 min; 330,000 compounds, 0.2% hits;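 active means inhibition of at least 40% at 10 µM in the primary screen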;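 further: plate controls were DMSO with enzyme for no effect and no enzyme wells for full effect; values of inactives mirror those of a sister screen read the other way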
* hit, by the source's call. Rows were taken by chance; about 4.6% have a hit in one of these screens.

SMILES | TIM10 inh | tim10-1 inh | beta cell repl | NLRP3 yeast inh | APOBEC3A inh | A3G deaminase | hIAP inh | mIAP activ | mIAP inh
CNC(=O)C1CCCN1S(=O)(=O)c1ccc(OC)cc1 (stereo not drawn) | -6 | 7 | -1 | 14 | 2 | 2 | -25 | 0.95 | 5
CCOC(=O)N1CCN(S(=O)(=O)c2cc([N+](=O)[O-])ccc2C)CC1 | 6 | 14 | 0 | 12 | 0 | -4 | 4 | 1.1 | -10
Nc1ncnc2c1ncn2[C@@H]1O[C@H](COS(=O)(=O)O)[C@@H](O)[C@H]1O | 3 | 0 | 1 | 8 | 0 | -2 | 7 | 0.92 | 8
CC1(C)OC(=O)C2(Cc3ccccc3N3CCCCC32)C(=O)O1 (stereo not drawn) | -19 | 20 | -1 | 0 | -3 | -8 | -20 | 1 | 0
O/N=C(\c1ccc(Cl)cc1Cl)c1ncc(C(F)(F)F)cc1Cl | 39 | 40 | -6 | -18 | 0 | 0 | -20 | 1 | -4
COc1ccc(C(=O)OCC(=O)NC2CCCC2)cc1OC | -15 | -3 | -3 | 11 | -3 | -10 | 18 | 0.98 | 2
CCCCOC(=O)Nc1ccccc1C(=O)OC | -8 | 9 | 0 | 13 | 3 | 1 | 3 | 0.98 | 2
COc1ccc(CNC(C)(C)C)cc1Cl | 1 | -1 | -2 | 1 | 4 | -1 | 14 | 0.96 | 4
Cc1c(Cl)cccc1N1C(=O)C(N2C(=O)c3cccc([N+](=O)[O-])c3C2=O)C1c1cccs1 (stereo not drawn) | 5 | -4 | -2 | 1 | -1 | -2 | 1 | 1 | 0
COC(=O)c1c(NC(=S)Nc2ccc(CC(=O)O)cc2)sc(C)c1C | -8 | 17 | 0 | 4 | -2 | -9 | 15 | 0.88 | 12
COc1ccc2c(c1)C(NC(C)=O)C(=O)N2CCc1ccccc1 (stereo not drawn) | -6 | 14 | -3 | 2 | 3 | -4 | -11 | 1 | -4
C1CN(c2nc3nonc3nc2N2CCSCC2)CCO1 | -4 | 12 | 0 | -16 | -1 | -7 | 18 | 1.1 | -8
Cc1cc(C(F)(F)F)c(C#N)c(=O)[nH]1 | -14 | -18 | -2 | 12 | 0 | 2 | -23 | 1 | -1
O=C(CSc1nnc(C2CC2)n1Cc1ccccc1)N1CCN(S(=O)(=O)c2ccccc2)CC1 | 7 | 9 | -1 | -14 | -1 | -4 | 4 | 1.1 | -12
COc1ccc(-c2sc3ccccc3c2C#CCO)cc1 | 6 | 20 | -6 | 21 | 2 | 0 | -4 | 0.89 | 11
COc1ccccc1Oc1cn[nH]c1-c1ccc(OCC(=O)NN)cc1O | 13 | 12 | 2 | 19 | 0 | -3 | -84 | 1 | -3
COCC(=O)Nc1ccc(S(=O)(=O)Nc2ccccn2)cc1 | 24 | -5 | -3 | 1 | -3 | -7 | 8 | 0.92 | 8
CC1(C)C(=O)N(OCc2ccccc2)C(C)(C)C(=O)N1OCc1ccccc1 | 13 | 17 | 0 | 6 | -17 | -8 | -4 | 0.99 | 1
Cc1ccc(S(=O)(=O)N2CCCC2c2nc3ccccc3s2)cc1 (stereo not drawn) | 26 | 12 | -1 | 13 | -2 | -8 | 9 | 1.1 | -9
Cc1cc2c(ncn2C(C)C)c(N)c1C | 4 | -3 | 0 | 2 | -3 | -8 | 10 | 0.87 | 13

Reformatted tab-delimited: part of the list above.
Structure	TIM10 inh	tim10-1 inh	beta cell repl	NLRP3 yeast inh	APOBEC3A inh	A3G deaminase	hIAP inh	mIAP activ	mIAP inh
COc1ccc(CNC(C)(C)C)cc1Cl	1	-1	-2	1	4	-1	14	0.96	4
CC1(C)OC(=O)C2(Cc3ccccc3N3CCCCC32)C(=O)O1 (stereo not drawn)	-19	20	-1	0	-3	-8	-20	1	0
O/N=C(\c1ccc(Cl)cc1Cl)c1ncc(C(F)(F)F)cc1Cl	39	40	-6	-18	0	0	-20	1	-4

Other compounds.
SMILES | TIM10 inh | tim10-1 inh | beta cell repl | NLRP3 yeast inh | APOBEC3A inh | A3G deaminase | hIAP inh | mIAP activ | mIAP inh
Cc1cc(N2CCOCC2)nc(N2CCOCC2)n1 | -7 | -4 | 0 | 8 | -3 | -8 | -27 | 0.96 | 4
Cc1noc(C)c1C(=O)OCC(=O)NCCc1ccc(Cl)cc1 | 12 | 11 | -2 | 3 | -2 | -1 | -4 | 0.99 | 1
COCCN(C(=O)COC(=O)/C=C/c1ccc2ccccc2n1)c1c(N)n(Cc2ccccc2)c(=O)[nH]c1=O | 12 | 7 | 1 | 9 | 4 | -3 | -4 | 0.98 | 2
CC(=O)NS(=O)(=O)c1ccc(N=NN2CCCCC2)cc1 | -7 | 19 | -4 | 12 | -5 | -4 | -6 | 1.1 | -7
O=C(O)CCC(=O)N1CCc2cc(S(=O)(=O)NCCc3ccc(Cl)cc3)ccc21 | 3 | 8 | -1 | 5 | 1 | -4 | -2 | 1 | -2
CC(C(=O)NCc1ccco1)c1ccc([N+](=O)[O-])cc1 (stereo not drawn) | -7 | 13 | -1 | 26 | -2 | -4 | -9 | 0.99 | 1
Cn1c(=O)cc(SCC(=O)NCc2cccnc2)c2ccccc21 | -6 | 16 | 1 | 2 | 3 | -4 | -11 | 0.98 | 2
O=S(=O)(/C=C/c1ccccc1)N1CCc2ccccc2C1 | 20 | 14 | 1 | 36 | -2 | -6 | 11 | 1 | -1
CC1Cc2ccccc2N1C(=O)CSc1nnnn1C (stereo not drawn) | -16 | 12 | 3 | 15 | 0 | 2 | -4 | 1 | -1
O=C(Nc1c2ccccc2nc2ccccc12)C(Cl)(Cl)Cl | 24 | -59 | -3 | -13 | 9 | 9 | -6 | 1.1 | -15
CCCC(CCC)=NNC(=O)CN(Cc1ccccc1)S(=O)(=O)c1ccccc1 | 7 | 27 | 0 | -1 | -2 | -8 | -14 | 1 | -2
CCN(CC)CCNC(=O)c1cn(CC)c2ccc(S(=O)(=O)N(C)C)cc2c1=O | 3 | -2 | -3 | 5 | -2 | -8 | 10 | 0.97 | 3
CCOC(=O)C1CCN(C(=O)/C=C/c2ccc3c(c2)OCO3)CC1 | -1 | 15 | -2 | -31 | -3 | -1 | -8 | 1 | -2
CCc1[nH]nc(C(=O)N2CCCC(Nc3cccc(F)c3)C2)c1C (stereo not drawn) | 1 | 0 | -1 | 1 | -5 | -5 | -29 | 1.1 | -12
C=CCN(CC=C)CCOc1ccccc1[N+](=O)[O-] | 14 | 8 | 1 | 1 | 1 | -3 | 4 | 0.9 | 10
COc1cccc(CNC(=O)c2cc3ccccn3n2)c1 | -11 | -10 | -3 | 18 | -5 | -9 | 3 | 0.91 | 9
COc1ccccc1N1CC(C(=O)NCCC2=CCCCC2)CC1=O (stereo not drawn) | 3 | 6 | 0 | 8 | -4 | -8 | 10 | 0.96 | 4
O=C(CCCN1C(=O)/C(=C\c2cccs2)SC1=S)Nc1cccc(C(=O)O)c1 | 5 | 24 | -3 | 8 | -2 | -1 | 8 | 0.97 | 3
O=C(c1ccc2c(c1)OCO2)N1CCN(S(=O)(=O)c2ccc(Cl)cc2)CC1 | -5 | 18 | -2 | 16 | 6 | -11 | 9 | 0.98 | 2
CC(=O)c1c(C)oc2ccc(N(C(C)=O)S(=O)(=O)c3ccc(F)cc3C)cc12 | 22 | 4 | -2 | 13 | 1 | -4 | -6 | 1.1 | -11
COc1ccc(CC(=O)NNS(=O)(=O)c2ccc([N+](=O)[O-])cc2)cc1OC | -15 | 11 | 2 | 16 | -3 | -7 | -6 | 1 | -3
COc1ccccc1CC(=O)Nc1ccc(C(=O)N2CCCCC2)cc1 | 11 | 13 | 2 | 2 | -6 | -9 | -7 | 0.92 | 8
CCOc1ccc(N(CC(=O)NCCc2ccc(F)cc2)S(=O)(=O)c2ccccc2)cc1 | 1 | 32 | -4 | 20 | -3 | -6 | 4 | 1 | -3
CC(C)(C)OC(=O)COc1cc(O)c2c(=O)cc(-c3ccccc3)oc2c1 | 6 | 18 | -1 | 21 | 0 | 1 | 0 | 0.82 | 18
CC1CCCN(C(=O)C2CCN(C(=O)Nc3ccccc3)CC2)C1 (stereo not drawn) | -4 | -12 | -2 | 16 | 1 | -1 | -8 | 1 | -2
S=C1NC2(CCCCC2)N=C1c1ccccc1 | -9 | 6 | 0 | 6 | -3 | -7 | 9 | 0.95 | 5
O=C(CSc1nc2c(c(=O)n1-c1ccc(F)cc1)SCC2)N1CCCC1 | 1 | -11 | -1 | 3 | -2 | -3 | -106 | 1.1 | -14
NC(=O)NNc1ncc(C(F)(F)F)cc1Cl | 7 | 11 | 0 | 12 | -1 | -5 | 10 | 0.99 | 1
O=S1(=O)c2ccccc2N=NN1Cc1cc(Cl)cc(Cl)c1 | 24 | 29 | -1 | -2 | -1 | -7 | 4 | 0.87 | 13
Cc1nc(Sc2ccccc2)c(C#N)cc1-c1ccccc1 | -32 | 7 | -4 | 28 | 2 | 1 | 22 | 1 | -4
C=C1CCN([C@@H](Cc2ccccc2)C(=O)NCc2ccc(Cl)cc2)S(=O)(=O)c2ccccc21 | 13 | 29 | -9 | 8 | -2 | -6 | -1 | 1 | -2
CC(C)Oc1ccc(C(=O)Nc2ccc(N3CCCC3)cc2)cc1 | -11 | 3 | 0 | 10 | -6 | -2 | -13 | 0.93 | 7
C[C@H](NC(=O)c1cc2cc(Cl)ccc2n1C)C(=O)N[C@@H](Cc1ccccc1)C(=O)O | 4 | 14 | -1 | 0 | 1 | -5 | -1 | 1 | -4
O=C(c1n[nH]c2ccccc12)N1CCN(c2ccc(F)cc2)CC1 | 18 | 28 | -1 | 6 | 0 | -10 | -4 | 1 | -1
CCCCCCC1CC(=O)NC(=O)N1 (stereo not drawn) | -10 | -12 | -1 | -6 | 0 | -9 | -3 | 1.1 | -8
COc1ccccc1NS(=O)(=O)c1ccc(/C=C/C(=O)O)cc1 | 2 | -3 | -1 | 24 | -1 | -1 | 8 | 0.97 | 3
CN(CCOc1ccccc1)C(=O)c1ccc(N2CCCC2)c([N+](=O)[O-])c1 | -2 | 25 | 0 | 18 | -2 | -8 | 4 | 0.9 | 10
COc1ccc(-c2ccc(OC)cc2)cc1 | 2 | 4 | -2 | -3 | -3 | -2 | 4 | 0.94 | 6
C/C(=N\NC(=S)NCCc1ccccc1)c1ccc(C#N)cc1 | 4 | 18 | -3 | 12 | 0 | -3 | -14 | 0.9 | 10
O=C(c1nsc(Cl)c1Cl)N1CCCCC1 | -8 | -6 | -1 | 5 | -1 | -4 | -1 | 0.98 | 2
CC(=O)Nc1ccc(S(=O)(=O)N2CCN(S(=O)(=O)c3ccccc3)CC2)cc1 | 5 | 1 | -3 | 14 | -1 | -6 | 11 | 0.92 | 8
O=C(COc1ccc(S(=O)(=O)NCCc2ccccc2)cc1)N1CCCC1 | -2 | -12 | -3 | 3 | -3 | -6 | 1 | 1.1 | -8
Cc1cccc(C)c1Nc1nc2ccccc2o1 | -6 | 14 | -1 | -18 | -1 | -4 | -4 | 0.93 | 7
CC(Oc1ccc(NC(=O)c2ccco2)cc1)C(=O)N1c2ccccc2CC1C (stereo not drawn) | 6 | 15 | -1 | 13 | 7 | 3 | 9 | 1.1 | -5
Cc1cc(C(=O)N2CCCC(C(=O)c3cccc(C(F)(F)F)c3)C2)n[nH]1 (stereo not drawn) | 7 | 4 | -4 | 18 | -1 | 9 | -28 | 0.98 | 2
Cc1ccc(CC(=O)Nc2ccc(C(=O)N3CCOCC3)cc2)cc1 | 8 | -8 | 2 | 12 | 4 | 2 | 7 | 0.97 | 3

Screening results deposited in PubChem BioAssay by Sanford-Burnham Center for Chemical Genomics.
